Hep lipid drop = hepatic lipid droplet formation modulation. AML12 mouse hepatocytes, oleate lipid droplets, BODIPY imaging. inhibition, % at 6.5 µM. 0.4% of 240,000 active. AID 1656;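 active = lipid droplet intensity inhibited by at least 50%, with more than 500 cells counted; inconclusive = wells with under 300 cells, treated as cytotoxic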
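Material – mouse AML12 hepatocyte cell line, fixed after treatment · Compound dosing – one dose, 6.5 µM compound · Times – compound with oleate, overnight · Measured by – Image-based BODIPY and DAPI two-channel analysis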
Myeloid diff MLP = compounds promoting myeloid differentiation. AID 624256. 1% of 360,000 active. ER-HoxA9 myeloid progenitors, lysozyme-GFP differentiation, flow cytometry. calls only at 10 µM;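 active = normalized GFP-positive differentiation at or above the plate's own cutoff, the solvent-only control mean plus 3 SD; inconclusive = no clear call, values can overlap the other calls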;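 note: cells exposed to compound for four days before flow analysis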
UTI89 phage lysis = inhibition of K1F phage lysis, E. coli UTI89, bacterial capsule biogenesis inhibitors, alamar blue (AID 488966). E. coli UTI89 K1F phage lysis, alamar blue, 2 h; higher % means a stronger effect. inhibition, % at 100 µM, or IC50 in µM where a hit was titrated. 0.02% of 340,000 active;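 active = phage lysis inhibition, versus mean bacterial control, above a set limit; inconclusive = no clear call, values can overlap the other calls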;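 note: capsule biogenesis inhibitors block K1F phage lysis so surviving cells raise fluorescence; higher fluorescence means more inhibition of phage lysis; actives were called in the ten point dose series up to 300 µM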
Hep lipid drop cells 6.5 µM = further read-out of Hep lipid drop, marked with its call; cell count; measured here: cell count, cytotoxicity flag;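 cells counted across two imaged fields per well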
Myeloid diff MLP GFP+ MAC1+ % = second read-out of Myeloid diff MLP, no call of its own (marks repeat the call); GFP+ MAC1+ double positive, %; measured here: differentiation confirmed by MAC1 staining
Active calls of the source: *; i = inactive; ? = inconclusive; / = no result given; + = active, no number; [ ] = remark or other dose. An excerpt. The share of hits here may be higher or lower than overall.

SMILES	Hep lipid drop	Hep lipid drop cells 6.5 µM	Myeloid diff MLP	Myeloid diff MLP GFP+ MAC1+ %	UTI89 phage lysis
COc1ccccc1N1CCN(C2CCCN(S(=O)(=O)c3ccccc3)C2)CC1 (stereo unspecified)	-7	826	i	5.5	-0.3%
Cc1ccc(S(=O)(=O)c2c(C)cc(C)[nH]c2=O)c(C)c1	-2	419	i	0.4	0.3%
CCOC(=O)N1CCN(S(=O)(=O)N2CCCC(C(=O)NCc3ccccc3Cl)C2)CC1 (stereo unspecified)	-11	762	i	0.3	0.2%
CN1CCc2c(sc3nc(SCC(=O)NCc4ccco4)n(-c4ccccc4)c(=O)c23)C1	5	697	i	3.7	0.0%
CCCC1(c2ccccc2)NC(=O)N(CC(=O)NCc2ccc(C)cc2)C1=O (stereo unspecified)	23	841	i	0.5	-0.1%
Cc1ccc(C2=NS(=O)(=O)N(C)C(C(=O)NCc3ccccc3)=C2)cc1	-2	792	i	2.8	4.8%
COCC1CCCN(C(=O)c2cc(COc3ccc4ncccc4c3)on2)C1 (stereo unspecified)	-16	532	i	6.0	-0.1%
O=C(COc1ccccc1)NCC(=O)N/N=C/c1ccc(Br)cc1	-9	643	i	1.0	0.6%
CCn1cc(S(=O)(=O)Nc2ncccn2)cn1	-2	609	i	0.0	0.0%
Clc1ccc(CN2CCN(c3ncccn3)CC2)c(Cl)c1	1	797	i	0.5	-2.8%
COc1ccc(C(C(=O)NCc2ccccc2)N(C(=O)c2snc(C(N)=O)c2N)C2CCCC2)cc1O (stereo unspecified)	0	828	i	1.0	0.0%
O=C(Nc1ccc(F)cc1F)NC1CCCCCCC1	-5	646	i	5.1	0.1%
CN(C)C(CNC(=O)c1ccc(Br)cc1)c1ccco1 (stereo unspecified)	3	434	i	0.5	-0.3%
Cc1ccccc1CSCC(=O)Nc1ccccc1F	8	843	i	0.4	1.1%
CCc1ccccc1NC(=O)NCc1ccccn1	-8	693	i	0.6	0.2%

In another format: 3 of the compounds above.
Every second line gives: Hep lipid drop | Hep lipid drop cells 6.5 µM | Myeloid diff MLP | Myeloid diff MLP GFP+ MAC1+ % | UTI89 phage lysis
- O=C(Nc1ccc(F)cc1F)NC1CCCCCCC1
 : -5 | 646 | i | 5.1 | 0.1%
- CN(C)C(CNC(=O)c1ccc(Br)cc1)c1ccco1 (stereo unspecified)
 : 3 | 434 | i | 0.5 | -0.3%
- Cc1ccccc1CSCC(=O)Nc1ccccc1F
 : 8 | 843 | i | 0.4 | 1.1%

Next part:
SMILES	Hep lipid drop	Hep lipid drop cells 6.5 µM	Myeloid diff MLP	Myeloid diff MLP GFP+ MAC1+ %	UTI89 phage lysis
COc1cccc(CN2CC(C(=O)NCCOc3cccnc3)CCC2=O)c1 (stereo unspecified)	-54	632	?	/	-0.1%
c1ccc(-c2nc(-c3cccnc3)cs2)cc1	14	694	i	0.2	0.7%[50 µM]
CN(C)S(=O)(=O)n1cc(/C=C(\NC(=O)c2ccccc2)C(=O)NCCCN2CCOCC2)c2ccccc21	-1	660	i	1.0	0.2%
O=C(NCCc1ccccc1)c1ccc2nc(N3CCOCC3)sc2c1	3	675	i	1.7	-0.6%
CN(Cc1cccnc1)C(=O)Cc1ccc(NS(=O)(=O)c2cccc(C(F)(F)F)c2)cc1	-40	812	i	2.3	0.0%
COc1ccc(-n2cnnc2SCC(=O)Nc2ccccc2F)cc1	0	781	i	0.2	0.1%
O=C(NC(Cc1ccccc1)C(=O)O)/C(=C\c1ccc(F)cc1)NC(=O)c1ccco1 (stereo unspecified)	-6	828	i	2.6	1.5%
O=C(NC(=S)NCc1ccccc1)c1ccccc1Br	-1	829	i	0.8	0.9%
CCOc1ccc(S(=O)(=O)N(CC(=O)NCc2cccnc2)c2ccc(C)cc2)cc1	-7	687	i	0.1	-0.2%
COc1cccc2c1cc1c(=O)n(CC(=O)NC3CCCCC3)nc(C)n12	-3	730	i	1.4	0.2%
COc1cc(C)ccc1OCc1cc(C(=O)NCc2ccncc2)no1	-17	572	i	2.6	0.4%
COc1cccc(C(=O)NN2C(=S)N(c3ccccc3)C(=O)C2CC(N)=O)c1 (stereo unspecified)	5	726	i	0.2	0.1%
CCOc1ccc(N(C(=O)c2snc(C(N)=O)c2N)C(C(=O)NC2CCCC2)c2ccncc2)cc1 (stereo unspecified)	4	827	i	3.0	0.2%
O=C(Nc1nncs1)c1cc(S(=O)(=O)N2CCOCC2)ccc1Cl	7	845	i	0.3	0.2%
Cc1ccc2c(c1)N(CC(=O)NC1CCCC(C)C1C)C(=O)c1cccnc1O2 (stereo unspecified)	-15	812	i	12	0.9%
COc1ccc(CNC(=O)[C@@H](NC(=O)C2CCN(C(=O)[C@@H](N)CCSC)CC2)C(C)C)cc1	0	802	i	3.4	3.7%
O=C(Nc1ccc(Oc2ccccc2)nc1)C1CCN(Cc2cccc(F)c2)CC1	1	820	i	0.4	-0.1%
COC(/C(=N/O)c1ccc(Cl)cc1)c1ccccc1 (stereo unspecified)	-42	641	i	0.7	-0.1%
CC(=O)c1cccc(OCC(O)CNCCOc2ccc(C)cc2)c1 (stereo unspecified)	-11	716	i	0.3	0.1%
CCOC(=O)C1CCN(C(=O)c2ccc3c(c2)NC(=O)/C(=C\c2ccc(C)cc2)S3)CC1	0	792	i	1.6	0.4%
O=C(OCC(=O)N1CCCC1=O)c1cccc([N+](=O)[O-])c1	29	866	i	4.9	0.2%
CCC(=O)N1c2ccc(S(=O)(=O)N3CCN(c4ccccc4Cl)CC3)cc2CC1C (stereo unspecified)	16	665	i	1.6	0.3%
CC(C)(C)NC(=O)COC(=O)C1c2ccccc2Oc2ccccc21	-12	829	i	2.9	-0.1%
CN1/C(=C\C(=O)c2cccc([N+](=O)[O-])c2)Sc2ccccc21	-14	812	i	2.4	0.2%
COc1ccc([C@@H]2[C@@H]3C(=O)N(C(C)(C)C)C(=O)[C@@H]3[C@]3(C)C(=O)N(c4ccc(C)cc4)C(=O)N23)cc1	4	828	i	2.1	2.2%
C[C@@H]1C(=O)O[C@H]2C[C@@]34[C@H]5C[C@@H](C(C)(C)C)[C@]36[C@@H](OC(=O)[C@@H]6O)O[C@@]4(C(=O)O5)[C@]21O	-1	850	i	0.9	-0.4%
Cc1ccc(NS(=O)(=O)c2ccc3c(c2)NC(=O)CCS3)cc1C	-31	648	?	/	-0.2%
CN(C)CCCNc1ncnc2c1cnn2Cc1ccccc1Cl	-6	854	i	0.5	0.2%
O=C1CSC(=S)N1/N=C/c1c(F)cccc1F	-26	791	i	1.4	0.3%
Cc1ccc(CNC(=O)CCC(=O)N2CC(C)Oc3ccc(Cl)cc32)cc1 (stereo unspecified)	0	749	i	1.7	0.1%
O=C(NCC1CCCN(C2Cc3ccccc3C2)C1)c1cccs1 (stereo unspecified)	-14	740	i	5.2	0.4%
CC12CCCC[C@@H]1CCC1C2CCC2(C)C1CC[C@@]2(O)CNCCO (stereo partly specified)	6	823	?	/	0.9%[50 µM]
C=CCN(CC=C)C(=O)C1CCN(S(=O)(=O)c2ccc(N3CCCC3=O)cc2)CC1	-1	724	i	0.8	0.4%
O=C(CNC(=O)c1cccc(OC(F)F)c1)Nc1ccc(Cl)cc1	-16	755	i	0.2	0.4%
Cc1nc(CN(C)C(=O)C2CCC(=O)N(CCc3cccc(F)c3)C2)cs1 (stereo unspecified)	23	713	i	4.5	-0.1%
CCOc1ccc(CN(C(=O)c2ccccn2)c2ccc(OC)c(Cl)c2)cc1	0	804	i	1.9	0.3%
Cc1csc(C(=O)O)c1NC(=O)c1c(Cl)cccc1Cl	-12	824	i	0.4	0.3%
COc1cccc(-c2nc(CS(=O)(=O)CC(=O)Nc3cc(F)ccc3F)c(C)o2)c1	-7	720	?	/	0.1%
CC1CCN(C(=O)Cn2c(=O)n(CCCC(=O)NCc3ccco3)c(=O)c3sccc32)CC1	-5	806	i	0.6	-0.4%
Cc1ccc(CNC(=O)CN2CCN(c3ccc(F)cc3)CC2)cc1	4	851	i	0.1	0.3%
Cc1ccc(C(=O)O/N=C(\N)c2ccccn2)c(Cl)c1	0	796	i	0.2	0.2%
O=C(COc1ccc2ccc(=O)oc2c1)N1CCN(C(=O)C2COc3ccccc3O2)CC1 (stereo unspecified)	-2	675	i	4.1	0.3%
CCN(CC(=O)NCc1ccc(Cl)cc1)C(=O)c1cnc(Cl)c(Cl)c1	-32	766	i	0.3	0.3%
O=C(OC1CCOC1=O)c1ccc(CO)cc1 (stereo unspecified)	15	758	i	2.8	1.1%
COC(CNC(=O)Cn1nc(Cc2ccncc2)c2ccccc2c1=O)OC	11	708	i	1.4	-0.1%

Laid out differently: results already given
O=C(OC1CCOC1=O)c1ccc(CO)cc1 (stereo unspecified)
  Hep lipid drop: 15
  Hep lipid drop cells 6.5 µM: 758
  Myeloid diff MLP: i
  Myeloid diff MLP GFP+ MAC1+ %: 2.8
  UTI89 phage lysis: 1.1%

CCOC(=O)N1CCN(S(=O)(=O)N2CCCC(C(=O)NCc3ccccc3Cl)C2)CC1 (stereo unspecified)
  Hep lipid drop: -11
  Hep lipid drop cells 6.5 µM: 762
  Myeloid diff MLP: i
  Myeloid diff MLP GFP+ MAC1+ %: 0.3
  UTI89 phage lysis: 0.2%

COC(/C(=N/O)c1ccc(Cl)cc1)c1ccccc1 (stereo unspecified)
  Hep lipid drop: -42
  Hep lipid drop cells 6.5 µM: 641
  Myeloid diff MLP: i
  Myeloid diff MLP GFP+ MAC1+ %: 0.7
  UTI89 phage lysis: -0.1%

COc1ccc(CNC(=O)[C@@H](NC(=O)C2CCN(C(=O)[C@@H](N)CCSC)CC2)C(C)C)cc1
  Hep lipid drop: 0
  Hep lipid drop cells 6.5 µM: 802
  Myeloid diff MLP: i
  Myeloid diff MLP GFP+ MAC1+ %: 3.4
  UTI89 phage lysis: 3.7%

The listing continues.
SMILES	Hep lipid drop	Hep lipid drop cells 6.5 µM	Myeloid diff MLP	Myeloid diff MLP GFP+ MAC1+ %	UTI89 phage lysis
Cc1ncc(CN2CCC(N3CCC(C(=O)N4CCCC4)CC3)CC2)s1	-4	782	i	5.0	-0.2%
COC(=O)CSc1nc2c(cnn2-c2ccc(Cl)cc2)c(=O)[nH]1	-3	798	i	1.0	-0.1%
CCCCN1CCc2c(c3ccccc3n2Cc2ccccc2)C1	2	686	i	0.8	0.0%[50 µM]
COc1ccc(-c2csc(NC(=O)c3cccc(N4C(=O)CCC4=O)c3)n2)cc1C	3	871	i	1.1	1.6%[50 µM]
O=c1[nH]c2ccc(S(=O)(=O)N3CCCCC3)cc2s1	14	754	i	2.9	-0.2%
NS(=O)(=O)c1ccc(CCNC(=O)C(=O)NCC2OCCN2S(=O)(=O)c2ccc(F)cc2)cc1 (stereo unspecified)	-5	767	i	4.0	0.0%
COc1ccc(C2Nc3ccccc3NC3=C2C(=O)CC(C)(C)C3)cc1O (stereo unspecified)	2	771	i	0.9	-1.9%
CN(C)c1ccc(CNC(=O)C2CCN(S(=O)(=O)c3ccc4c(c3)CCCC(=O)N4)CC2)cc1	-8	669	+	3.6*	2.3%
Cc1c(OC(C)C(=O)NCCN2CCOCC2)ccc2c(-c3ccccc3)cc(=O)oc12 (stereo unspecified)	13	782	i	6.6	0.2%
CN1C(=O)c2cccc3c(S(=O)(=O)N(C)C)ccc1c23	-6	800	i	0.5	0.0%
O=C(NC1CCN(Cc2ccccc2)CC1)C1CCN(S(=O)(=O)c2ccc(Cl)cc2)CC1	3	784	i	0.3	-0.1%
Cc1cccc(NC(=O)CCNS(=O)(=O)c2ccc(Cl)cc2)c1	-22	805	i	0.8	1.2%
Cc1ccc(-n2nc(C(N)=O)nc2-c2ccccc2)cc1	-1	841	i	0.6	0.2%
Cc1nn(C)cc1CN(C)C(=O)c1ccc(OC2CCN(Cc3ccccn3)CC2)cc1	-20	627	i	0.0	0.4%
O=S(=O)(Nc1ccc(O)c(NS(=O)(=O)c2ccccc2)c1)c1ccccc1	5	717	i	1.1	-1.6%[50 µM]
CCc1ccc(C2NC(=O)c3ccccc3O2)cc1 (stereo unspecified)	1	782	i	1.3	0.3%
Cc1cccc(NC(=O)C2CCCN(c3ncnc4c3nc3n4CCCCC3)C2)n1 (stereo unspecified)	1	711	i	5.2	-0.1%
CCc1nc(SCC(=O)OC)c2c3c(sc2n1)COC(C)(C)C3	6	696	i	0.9	0.9%[50 µM]
C/C(=C\c1ccc(Br)cc1)C(=O)c1c(C)cc(C)[nH]c1=O	-1	813	i	0.5	2.3%
CC(=O)N1N=C(c2ccccc2)CC1c1ccc2c(c1)OCO2 (stereo unspecified)	2	807	i	0.6	0.2%
CC(C)COc1ccc(C(=O)Nc2ccc(NC(=O)c3ccco3)cc2)cc1	15	795	i	0.2	-0.3%
COc1cc(CNc2ccc(N3CCCCC3)cc2)ccc1OCC(=O)NC(C)(C)C	-26	843	i	0.2	0.4%
CC1Cc2cc(S(=O)(=O)N3CCCC(C(=O)N4CCCCC4)C3)ccc2N1C(=O)C1CC1 (stereo unspecified)	-1	704	i	4.1	0.1%
COc1cc2cc(C(=O)N3CCN(Cc4ccc5c(c4)OCO5)CC3)[nH]c2cc1OC	-25	678	?	/	-0.5%

Compound activity deposited in PubChem by several laboratories.
